# Assay outcomes deposited in PubChem BioAssay by Johns Hopkins Ion Channel Center.
# CHT inh = inhibits the human high affinity choline transporter; CHT-expressing cells, membrane potential dye, choline response; active compounds read low; B-score at 10 µM; hit rate 0.86% among 310,000; AID 488975;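 active means B-score over 3 SD under the library average, and starting fluorescence ratio not unusually high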;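 further: choline stimulus applied at its EC90 after an EC20 pre-addition; B-score computed on integrated fluorescence ratio after choline addition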
# Target sequence (Q9GZV3 whole entry, looked up): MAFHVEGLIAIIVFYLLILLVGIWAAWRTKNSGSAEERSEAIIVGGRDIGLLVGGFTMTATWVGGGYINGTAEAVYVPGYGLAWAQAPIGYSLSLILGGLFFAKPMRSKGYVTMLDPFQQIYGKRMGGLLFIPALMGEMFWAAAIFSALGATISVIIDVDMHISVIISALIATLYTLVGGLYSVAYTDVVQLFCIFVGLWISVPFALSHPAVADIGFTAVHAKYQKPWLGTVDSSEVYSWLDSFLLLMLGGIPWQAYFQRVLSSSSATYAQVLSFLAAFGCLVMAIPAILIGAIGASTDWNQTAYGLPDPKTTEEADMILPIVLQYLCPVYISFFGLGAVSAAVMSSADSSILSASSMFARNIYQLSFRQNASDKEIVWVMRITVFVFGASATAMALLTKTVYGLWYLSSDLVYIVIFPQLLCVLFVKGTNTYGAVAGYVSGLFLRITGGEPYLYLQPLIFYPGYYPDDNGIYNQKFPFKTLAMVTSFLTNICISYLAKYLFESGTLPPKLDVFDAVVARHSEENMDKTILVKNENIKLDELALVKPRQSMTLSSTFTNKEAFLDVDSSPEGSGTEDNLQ
# CHT PAM = allosteric activators of human choline transporter CHT; Q9GZV3; B-score at 10 µM; hit rate 0.49% among 310,000; CHT-expressing cells, membrane potential dye, choline EC20; active compounds read high; LV-AA mutant CHT in HEK293 cells;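 active means initial fluorescence not abnormally high and integrated response B-score, plate-corrected, over 3 SD above library mean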
# The depositor's hits bear a star; i = inactive. Rows were taken by chance; about 1.4% have a hit in one of these screens.
SMILES,CHT inh,CHT PAM
Cc1ccc(CS(=O)(=O)c2cn(CC(=O)Nc3ccon3)c3ccccc23)cc1,i,i
C=CCn1c(SCC(=O)NCc2ccc3c(c2)OCO3)nc2scc(-c3ccccc3)c2c1=O,i,i
Cc1ccc(-n2nnc3c(=O)n(CC(N)=O)cnc32)cc1,i,i
Cc1cccc(NC(=O)Nc2cc(C)on2)c1,i,i
CCCCn1c(-c2csc3c2CCCC3)n[nH]c1=S,i,i
CCn1c(SCC(=O)c2ccc3c(c2)OCCO3)nnc1-c1ccco1,i,i
CC1CCCCN1S(=O)(=O)c1ccc(S(=O)(=O)N2CCCC2)cc1 (centres undefined),i,i
NC(=O)c1ccc(NC(=O)CCc2nc3ccccc3s2)cc1,i,i
O=C(CCC(=O)c1cccs1)NCc1ccncc1,i,i
O=C(NCC1CCCO1)c1cccc2ccccc12 (centres undefined),i,i
Cc1nc(N2CCCCC2)sc1C(=O)c1ccc(Cl)c([N+](=O)[O-])c1,i,i
CC12CN(C(=O)c3ccccc3Br)CC(C)(CN(C(=O)c3ccccc3Br)C1)C2=O,i,i
CCOC(=O)N1CCC(NC(=O)c2cc3c(-c4ccccc4F)nn(C)c3s2)CC1,i,i
Cn1c(SCc2cccc(C(F)(F)F)c2)nnc1-c1ccco1,i,i
NC(=O)c1ccccc1NC(=O)C(c1ccccc1)c1ccccc1,i,i
O=C(Nc1cnccn1)c1cccs1,i,i
O=C(O)CCCCCNCc1c(Cl)cccc1Cl,i,i
CC(C)OCc1c(C(=O)OC/C(O)=C(\C#N)c2nc3ccccc3[nH]2)oc2ccccc12,i,i
CC(CNC(=O)COc1ccccc1)OC(=O)Nc1ccc(Cl)c(Cl)c1 (centres undefined),i,i
COC(=O)C1=C(C)N(C)C(C)=C(C(=O)OC)C1c1ccc(F)c(Br)c1,i,i
O=C(COC(=O)COc1ccccc1F)Nc1ccc(Cl)cn1,i,i
CC(C)c1c(Cl)c(O)c(-c2ccccc2)c(=O)n1-c1ccc(F)cc1,i,i
COc1cccc(CNC(=O)Cc2ccc(S(=O)(=O)N3CCOCC3)s2)c1,i,i
Cc1cccc(N2CCN(C(=O)Cn3cccc3)CC2)c1C,i,i
CC1CCN(S(=O)(=O)c2ccc3c(ccn3CCC(=O)N3CCCCC3)c2)CC1,i,i
Cc1oc(C(=O)Nc2ccc(O)cc2)cc1COc1ccccc1,i,i
COc1ccc(Br)cc1S(=O)(=O)NCCCN1CCOCC1,i,i
COc1ccc2c(c1)C(C)=CC(C)(C)N2C(=O)Nc1ccccc1,i,i
CCOCCn1ccc2c(OCC(=O)Nc3ccc(OC)c(OC)c3)cccc2c1=O,i,i
O=C(/C=C/c1ccc(Cl)cc1Cl)N(Cc1ccccc1)C1CCS(=O)(=O)C1 (centres undefined),i,i
CC(=O)Nc1ccc(S(=O)(=O)NC2(C(F)(F)F)C(=O)NC(C)=C2C#N)cc1 (centres undefined),i,i
CC(C)[C@H](NC(=O)NCCc1ccccc1)C(=O)O,i,i
CC(C)CN(C(=O)COC(=O)c1ccc(Cl)nc1)c1c(N)n(Cc2ccccc2)c(=O)[nH]c1=O,i,i
Cn1cnc(S(=O)(=O)Nc2cc(C(F)(F)F)ccc2N2CCOCC2)c1,i,i
Nc1[nH]c(=O)[nH]c(=O)c1N=Nc1ccccc1Cl,i,i
Cn1ncc(Br)c1NC(=O)Nc1ccc(OC(F)(F)F)cc1,i,i
CC(=O)CCSc1nnc(-c2cccc(S(=O)(=O)N3CCOCC3)c2)o1,i,i
O=C(NC1CCCCC1)c1ccc(-c2cccc([N+](=O)[O-])c2)o1,i,i
CC(C)C(=O)Nc1ccc(NC(=O)c2ccc(COc3ccccc3)cc2)cc1,i,i
COc1ccc(C(C)=O)cc1CN1C(=O)NC2(CCCCCC2)C1=O,i,i
COc1ccc(NC(=O)C(c2cc3c(cc2[N+](=O)[O-])OCO3)N(C)Cc2ccccc2)cc1 (centres undefined),i,i
CC1CN(S(=O)(=O)c2ccc(NC(=O)c3ccco3)cc2)CC(C)O1 (centres undefined),i,i
CCCCc1ccc(NC(=O)N[C@H](C(=O)O)C(C)CC)cc1 (some centres undefined),i,i
Cc1noc(C)c1C(=O)Nc1ccc(F)c(F)c1,i,i
Cc1ccc(NC(=O)C2CC(=O)N(C(C)C)C2)cc1Cl (centres undefined),i,i
Cc1ccc(-n2nnnc2-c2ccco2)cc1,i,i
Cc1ccccc1Nc1nc(N)nc(CSc2nc3ccccc3s2)n1,i,i
Cc1[nH]c(=O)[nH]c(=O)c1S(=O)(=O)Nc1ccc(F)c(Cl)c1,i,i
O=C(/C=C\Nc1ccc2c(c1)OCO2)c1ccc(Cl)s1,i,i
O=C(O)c1ccc(/C=C2\SC(=S)N(NC(=O)c3ccccc3[N+](=O)[O-])C2=O)cc1,i,i
O=C(NCCC1=CCCCC1)C(=O)c1c[nH]c2ccccc12,i,i
COc1ccccc1CNC(=O)COC(=O)c1ncc(Cl)c(Cl)c1Cl,i,i
c1cncc(-c2nc(N3CCOCC3)c3c4c(sc3n2)CCC4)c1,i,i
c1ccc2c(Nc3nc(N4CCOCC4)c4ccccc4n3)cccc2c1,i,i
O=C(Nc1nccs1)C1CCN(S(=O)(=O)c2ccc(F)cc2)CC1,i,i
COc1ccc(/C=C2\SC(=N)N(c3ccc(F)cc3)C2=O)cc1OC,i,i
COc1ccc(CCNC(=O)CSc2cn(Cc3cccc(C)c3)c3ccccc23)cc1OC,i,i
COc1ccc([C@@H]2[C@H]3C(=O)N(c4cccc(C(F)(F)F)c4)C(=O)[C@H]3ON2C)cc1,i,i
CCn1c(CCCOc2ccc(Cl)cc2Cl)n[nH]c1=S,i,i
COc1ccc(NC(=O)c2ccc(-c3ccc(OC)cc3)s2)cc1,i,i

# Rewritten with each value named: part of the list above
COc1ccc(/C=C2\SC(=N)N(c3ccc(F)cc3)C2=O)cc1OC
  CHT inh: i; CHT PAM: i

COc1ccc(CCNC(=O)CSc2cn(Cc3cccc(C)c3)c3ccccc23)cc1OC
  CHT inh: i; CHT PAM: i

COc1ccc([C@@H]2[C@H]3C(=O)N(c4cccc(C(F)(F)F)c4)C(=O)[C@H]3ON2C)cc1
  CHT inh: i; CHT PAM: i

# (more compounds)
SMILES,CHT inh,CHT PAM
COC(=O)c1c(C)[nH]c(C=O)c1-c1ccccc1,i,i
CC(C)OC(=O)c1c(NC(=O)CCC(=O)O)sc2c1CCCCC2,i,i
COc1ccc(OCc2nnc(SCC(=O)NC3CC4CCC3C4)o2)cc1 (centres undefined),i,i
O=C(Nc1ccc2ccccc2c1)c1cccc(F)c1,i,i
CN(C(=O)COC(=O)c1cccc(S(=O)(=O)N2CCCCCC2)c1)C1CCS(=O)(=O)C1 (centres undefined),i,i
O=C(O)c1cc(-c2ccc(Cl)c(Cl)c2)n(-c2ccc(F)cc2)n1,i,i
COCC(=O)Nc1cc(C(=O)Nc2ccccc2C)ccc1Cl,i,i
O=C(NNC1CC(=O)N(c2ccc(Br)cc2)C1=O)c1cccnc1 (centres undefined),i,i
C/C(CC(=O)NC(C)(C)C)=N\NC(=O)c1ccccc1N,i,i
CC(C(=O)O)N1CCCCC1 (centres undefined),i,i
Cc1cc(OC(C)C(=O)Nc2cccnc2)ccc1Cl (centres undefined),i,i
C=CCSc1nnc2n(CCc3ccccc3)c(=O)c3c4c(sc3n12)COC(C)(C)C4,i,i
Cc1ccc(OCC(=O)Nc2ccc(N3CCN(C(=O)c4ccco4)CC3)cc2)cc1,i,i
Cc1ccc2cc(C3CC(c4ccco4)=NN3C(=O)CCC(=O)O)c(Cl)nc2c1 (centres undefined),i,i
NC(=O)c1ccc(SCC(=O)OCC(=O)N2CCCC2=O)c([N+](=O)[O-])c1,i,i

# Reformatted field by field: entries from further up.
COC(=O)c1c(C)[nH]c(C=O)c1-c1ccccc1
  CHT inh = i	CHT PAM = i

CC(C)OC(=O)c1c(NC(=O)CCC(=O)O)sc2c1CCCCC2
  CHT inh = i	CHT PAM = i

COc1ccc(OCc2nnc(SCC(=O)NC3CC4CCC3C4)o2)cc1 (centres undefined)
  CHT inh = i	CHT PAM = i

O=C(Nc1ccc2ccccc2c1)c1cccc(F)c1
  CHT inh = i	CHT PAM = i

# Following part:
SMILES,CHT inh,CHT PAM
CCOC(=O)c1cc(-c2csc(Nc3c(C)cc(C)cc3C)n2)on1,i,i
Cc1ccc(N(CC(=O)Nc2ccc(C)cc2C)S(=O)(=O)N2CCCC2)cc1,i,i
CC(NC(=O)CCN1C(=O)c2ccccc2C1=O)c1ccc2c(c1)CCCC2 (centres undefined),-5.44*,i
CCN1C(=O)c2cccc3cccc1c23,i,i
O=C(CN1CCN(c2ncccn2)CC1)NCc1ccc2c(c1)OCO2,i,i
Cc1c(C=O)c2ccccc2n1CC(=O)NCc1ccccc1,i,i
COC(=O)CSc1nc2ccc(NC(C)=O)cc2s1,i,i
CC(NC(=O)c1ccc(S(=O)(=O)N(C)C)cc1)c1ccccc1 (centres undefined),i,i
O=C(N/N=C1\CC2CC=CC12)c1ccc(COc2ccccc2)cc1 (centres undefined),i,i
NC(=O)NC(=O)COC(=O)/C=C/c1cccs1,i,i
O=C(CC1Nc2ccccc2NC1=O)c1ccccc1 (centres undefined),i,i
CC(=O)c1cccc(NC(=O)c2ccc3c(Cl)c4c(nc3c2)CCCC4)c1,i,i
CC(=O)c1cccc(NC(=S)NC(=O)c2ccccc2)c1,i,i
COc1ccc(NC(=O)C(=S)N2CCCC2)cc1,i,i
CCOC(=O)c1[nH]cnc1C(=O)Nc1ccc(F)cc1,i,i

# The closing four compounds of the part above lead into the next.
SMILES,CHT inh,CHT PAM
CC(=O)c1cccc(NC(=O)c2ccc3c(Cl)c4c(nc3c2)CCCC4)c1,i,i
CC(=O)c1cccc(NC(=S)NC(=O)c2ccccc2)c1,i,i
COc1ccc(NC(=O)C(=S)N2CCCC2)cc1,i,i
CCOC(=O)c1[nH]cnc1C(=O)Nc1ccc(F)cc1,i,i
C=CCn1c(SCC(=O)c2cccs2)nc2sc(C)cc2c1=O,i,i
CC1(C)CC(=O)N(c2cc(Cl)cc(Cl)c2)C(=O)C1,i,i
O=C(Nc1cccnc1)Nc1ccc2c(c1)OCO2,i,i
Cc1ccc(-n2nnnc2SC(C(=O)c2c[nH]c3ccccc23)c2ccccc2)cc1 (centres undefined),i,i
CCn1nnc(-c2ccccc2NS(=O)(=O)c2ccc(C(=O)OC)cc2)n1,i,i
Cc1cc(C)c2nc(N3CCC(C(=O)NCCCN4CCCC4=O)CC3)sc2c1,i,i
CC(=O)N1CCN(Cc2nc3cc(NC(=O)c4ccc(Cl)cc4)ccc3n2C)CC1,i,i
O=C(CN1C(=O)S/C(=C/c2cccnc2)C1=O)N1CCOCC1,i,i
Nc1c(NCc2ccccc2)c(=O)[nH]c(=O)n1Cc1ccccc1,i,i
CCN(CC)C(=O)c1sc(NC(=O)c2ccco2)c(C#N)c1C,i,i
CC(C)n1c(SCC(=O)NCc2ccco2)nnc1C1CC1,i,i
Cc1ccccc1OCc1nnc(SCc2nc3ccccc3c(=O)[nH]2)n1C,i,i
CC(=O)Nc1ccc(-c2cc(NC(C)=O)n(-c3ccccc3)n2)cc1,i,i
O=C(CCN1C(=O)/C(=C/C=C/c2ccccc2)SC1=S)Nc1nc2ccccc2s1,i,i
COc1ccc(/C=C2\N=C(C)N(c3ccc(C(=O)O)cc3)C2=O)cc1OC,i,i
O=C(NCC(=O)N(Cc1ccc(F)cc1)C(C(=O)NC1CCCC1)c1ccco1)c1ccco1 (centres undefined),i,i
CC(C)c1csc(CN2CCCC(CCC(=O)NCc3ccccc3F)C2)n1 (centres undefined),i,i
Cc1cccc(NC(=O)CCNS(=O)(=O)c2ccc(Cl)cc2)c1,i,i
O=C(O)CCCN1C(=O)c2cccc3cccc(c23)C1=O,i,i
O=C(c1cn(-c2ccccc2)nc1-c1cccs1)N1CCN(c2ccccn2)CC1,i,i
Cc1cc2ncn(-c3ncnc4sc5c(c34)CCC(C)C5)c2cc1C (centres undefined),i,i
CCOC(=O)CNC(=O)N1CCC(CCC(=O)N(C)Cc2ccccc2)CC1,i,i
C=CCn1c(COc2cccc3cccnc23)nnc1SCC(=O)OC,i,i
CCOC(=O)COc1ccc2c(c1)c(C(C)=O)c(C)n2-c1ccc(OC)cc1,i,i
CCc1noc(C)c1C(=O)N1CCN(S(=O)(=O)c2cc(C)ccc2C)CC1,i,i
CC(CCc1ccccc1)NC(=O)CN1CCOc2ccccc21 (centres undefined),i,i
CC1=C(C(=O)Nc2ccccc2)C(c2ccccc2)N2C(=O)CSC2=N1 (centres undefined),i,i
Cc1cc(C)c2c3c(oc2n1)C(=O)N(c1cccc(Cl)c1)CC(=O)N3,i,i
c1coc(CNC2C3CC4CC(C3)CC2C4)c1 (centres undefined),i,i
CCOC(=O)c1[nH]c(C)c(C(=O)N2CCN(c3ccccc3OC)CC2)c1C,i,i
CC1(C)C2CCC1(CS(=O)(=O)NCc1ccc(S(N)(=O)=O)cc1)C(=O)C2 (centres undefined),i,i
COc1cc(/C=N/NC(=S)Nc2cccc(C(=O)O)c2)ccc1O,i,i
CCCCOc1nc(N2CCOCC2)nc(C)c1[N+](=O)[O-],i,i
Cc1cc(NC(=O)COC(=O)c2ccccc2S(=O)(=O)N(C)c2ccccc2)no1,i,i
CCOC(=O)c1ccc(NC(=O)NCc2ccccc2OC)cc1,i,i
Cc1ccc(SCc2ccc(C(=O)Nc3nccs3)o2)cc1,i,i
CC(C)(C)n1ncc2c(=O)n(CC(=O)NCc3ccccc3)cnc21,i,i
CCOc1ccc(/C=N/NC(=O)c2cc(-c3ccco3)nc3ccccc23)cc1,i,i
O=C(O)C1CCCCC1C(=O)NCCc1c[nH]c2ccccc12 (centres undefined),i,i
COC(=O)c1ccc(Cn2c(O)c(N=O)c3ccccc32)o1,i,i
c1ccc2c(c1)CCN(c1nc3ccccc3n3cnnc13)C2,i,i
